# Source: PubChem (Southern Research Specialized Biocontainment Screening Center)
# inhibitors of VEEV – inhibitors of VEEV TC-83 cytopathic effect, confirmation, Vero cells (AID 588727). Vero cells, VEEV TC-83 cytopathic effect inhibition; higher % means a stronger effect. inhibition, % at 20 µM, or IC50 in µM where a hit was titrated. 350,000 compounds, 0.13% hits; in the data active = a potency from the dose series; inconclusive = inhibition mostly from about 14% at the one dose, without a potency; inactive = the rest, 99 in 100 with inhibition below about 12%; also: strong numbers were not always called active
# H37Rv inhibition – M. tuberculosis growth inhibition, HTS (AID 449762) | M. tuberculosis H37Rv growth inhibition, 7H9 media; higher % means a stronger effect | one-dose inhibition, % at 25 µM; IC50 in µM for titrated hits | 330,000 compounds, 0.59% hits; in the data active = a potency from the dose series; inconclusive = inhibition above about 70% without an active follow-up result;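 also: bacterial growth assessed after seven days of incubation; strong numbers were not always called active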
# M. tuberculosis – growth inhibition of non-replicating M. tuberculosis (AID 488890) | Mycobacterium tuberculosis non-replicating, growth inhibition; higher % means a stronger effect | inhibition, % at 25 µM, or IC50 in µM where a hit was titrated | 320,000 compounds, 0.39% hits; in the data active = a potency from the dose series; inconclusive = inhibition mostly from about 82% at the one dose, without a potency; inactive = the rest, 99 in 100 with inhibition below about 76%;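 also: plate controls were DMSO cells for no effect and high antibiotic wells for full effect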
# influenza NS1A – H1N1 influenza NS1A inhibitors, functional cell based assay (AID 504329). 340,000 compounds, 0.3% hits. NS1A functional cell-based assay, percent inhibition; higher % means a stronger effect. inhibition, % at 12.5 µM; hits with a dose series show IC50 in µM; in the data active = a potency from the dose series; inconclusive = inhibition above about 27% without an active follow-up result; also: strong numbers were not always called active
# Salmonella PhoP GFP – Inhibition of PhoP regulon, Salmonella typhi GFP reporter cells, confirmation, 4 h (AID 1850); Salmonella Typhi PhoP-promoter GFP reporter, fluorescence, 4 h; higher % means a stronger effect; inhibition, % at 50 µM; hits with a dose series show IC50 in µM; 310,000 compounds, 0.33% hits; in the data active = a potency from the dose series; inconclusive = inhibition mostly from about 25% at the one dose, without a potency; inactive = the rest, 99 in 100 with inhibition below about 19%;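 also: 0% = induced wells with vehicle and 100% = uninduced wells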
# * marks the source's active call; other numbers are inactive results; i = inactive; ? = inconclusive; nt = not tested or not shown.
1. COc1ccc(C2C(C(=O)N3CCC4(CC3)OCCO4)c3cc(OC)c(OC)cc3C(=O)N2C)cc1 (configuration not stated)
2. Nn1c(SCc2cc([N+](=O)[O-])cc3c2OCOC3)nnc1-c1ccccn1
3. CCCCN(C)CCCNC(=O)c1cn(CC)c2ccc(S(=O)(=O)N3CCOCC3)cc2c1=O
4. Cc1ccc(NC(=O)CN(C)Cc2nc3ccccc3c(=O)[nH]2)c(Br)c1
5. O=C(NCCCN1CCCC1=O)c1cccc(S(=O)(=O)Nc2ccccc2Cl)c1
6. O=C(Nc1ccc(S(=O)(=O)Nc2ccccc2)cc1)C1CC1
Compound	1	2	3	4	5	6
inhibitors of VEEV	3.1%	1.3%	1.1%	6.5%	1.9%	1.6%
H37Rv inhibition	1%	-9%	3%	-9%	-7%	-3%
M. tuberculosis	-4%	9%	7%	5%	-5%	-1%
influenza NS1A	6%	13%	-4%	-5%	-4%	-10%
Salmonella PhoP GFP	8%	0%	6%	-5%	nt	-8%

7. O=C(O)CC1C(=O)NCCN1Cc1ccc(F)c(F)c1 (configuration not stated)
8. CCN(Cc1ccccc1)S(=O)(=O)c1ccc(C(=O)Nc2nnc(C)o2)cc1
9. CN1CCc2c(sc3c2C(=O)NC(c2ccc4c(c2)OCO4)N3)C1 (configuration not stated)
10. COc1ccc(CNC(=O)CCNS(=O)(=O)c2ccc(Cl)cc2)cc1
11. COc1cc(/C=N/NC(=O)Nc2ccccc2)ccc1OCCOc1ccccc1C
12. CC12CS(=O)(=O)CC1SC(=S)N2c1ccccn1 (configuration not stated)
Compound	7	8	9	10	11	12
inhibitors of VEEV	2.2%	?	0.2%	0.1%	8.2%	0.5%
H37Rv inhibition	-6%	?	-12%	4%	-5%	-4%
M. tuberculosis	-9%	?	-17%	11%	-15%	-8%
influenza NS1A	28%	-15%	3%	0%	-6%	5%
Salmonella PhoP GFP	nt	0%	37%	-34%	-7%	0%

13. C=CCC(c1ccccc1)N(C(C)=O)c1ccco1 (configuration not stated)
14. Cc1ccccc1-n1c(SCc2c(C)noc2C)nnc1-c1ccncc1
15. O=C1C=C(c2cccc3c2oc2ccccc23)C[C@@H](c2ccc(F)cc2)C1
16. COc1ccc(N(CC(=O)NN=C2CCN(C)CC2)S(=O)(=O)c2ccccc2)c(OC)c1
17. Cc1cc(/C=N/n2cnnc2)c(C)n1-c1cc(Cl)ccc1Cl
18. Cc1ccccc1S(=O)(=O)Cc1ccc(C(=O)NC(C)c2ccc3c(c2)OCCO3)o1 (configuration not stated)
Compound	13	14	15	16	17	18
inhibitors of VEEV	1.5%	1.7%	0.3%	0.6%	i	7.8%
H37Rv inhibition	-5%	-10%	10%	-12%	-2%	-2%
M. tuberculosis	-12%	27%	16%	-1%	50%	28%
influenza NS1A	1%	2%	-5%	2%	5%	0%
Salmonella PhoP GFP	14%	-9%	nt	9%	5%	6%

19. O=C(NN1CCOCC1)c1ccco1
20. CCCCCCNC(=O)c1c(O)c2ccccc2[nH]c1=O
21. Cn1c(=S)[nH]c2cccnc21
22. CCCCCC(=O)Nc1ccc(S(=O)(=O)Nc2cc(OC)nc(OC)n2)cc1
23. O=C(NCCn1ccc2ccccc21)C1CCCCC1
24. CCOC(=O)c1sc(C)c(C(=O)NC2CCCCC2)c1N
Compound	19	20	21	22	23	24
inhibitors of VEEV	0.1%	1.5%	0.3%	0.6%	0.3%	3.4%
H37Rv inhibition	5%	55%	-10%	-1%	-10%	1%
M. tuberculosis	-3%	3%	nt	13%	3%	-5%
influenza NS1A	-2%	2%	20%	20%	0%	-1%
Salmonella PhoP GFP	nt	-4%	-9%	2%	8%	6%

25. COC(=O)C1(C)NC(c2ccc(Cl)cc2)C2C(=O)N(c3ccccc3)C(=O)C21 (configuration not stated)
26. Cc1cc(C)n2nc(SCC(=O)NC(=O)c3ccc(OC(F)F)cc3)nc2n1
27. CC(NC(=O)c1ccc2c(c1)OCO2)C(c1cccs1)N1CCOCC1 (configuration not stated)
28. O=c1[nH]c(=S)[nH]c2c1CN(Cc1ccc(F)cc1)CC2
29. CCCOc1ccc(CNC(=O)c2ccc3c(c2)N(CC)CCS3)cc1
30. CC(=O)Nc1cccc(-c2csc(N)n2)c1
Compound	25	26	27	28	29	30
inhibitors of VEEV	1.7%	0.5%	0.5%	1.0%	1.4%	1.2%
H37Rv inhibition	6%	-5%	-5%	12%	-9%	0%
M. tuberculosis	-11%	-6%	3%	2%	5%	-10%
influenza NS1A	0%	-3%	-3%	5%	5%	11%
Salmonella PhoP GFP	-1%	nt	8%	-10%	-2%	-13%

31. COc1ccc(OC)c(/C=C2\Oc3cc(OCC(=O)N4CCC(C(=O)O)CC4)ccc3C2=O)c1
32. CC(=O)OCC1=C(C(=O)O)N2C(=O)C(NC(=O)CCn3nc(C(F)(F)F)c(Br)c3C3CC3)C2SC1 (configuration not stated)
33. O=C(Nc1ccc2[nH]c(=O)[nH]c2c1)c1cc(F)c(F)cc1Cl
34. COc1ccc(-c2cc(=O)n(-c3nc4ccccc4[nH]3)[nH]2)cc1
35. CCC1(c2ccc(F)cc2)NC(=O)N(CC(=O)Nc2cccnc2Cl)C1=O (configuration not stated)
36. CCCCNC(=O)N1CCN(S(C)(=O)=O)CC1
Compound	31	32	33	34	35	36
inhibitors of VEEV	3.8%	2.5%	0.6%	i	0.5%	2.2%
H37Rv inhibition	-10%	2%	-9%	2%	-12%	-2%
M. tuberculosis	15%	-14%	-3%	75%	-1%	2%
influenza NS1A	-9%	11%	-10%	2%	7%	0%
Salmonella PhoP GFP	8%	3%	14%	0%	8%	-14%

37. COc1ccc(NC(=O)/C(N=Nc2cccc(S(=O)(=O)Nc3ccc(SC(F)F)cc3)c2)=C(\C)O)cc1
38. O=C(O)C1CCC(N2C(=O)C3CCCCC3C2=O)CC1 (configuration not stated)
39. COc1ccc(NS(=O)(=O)c2cc([N+](=O)[O-])ccc2N/N=C\c2c(C)[nH]c3ccccc23)cc1
40. COc1ccc(NC(=O)Cc2ccsc2)c(OC)c1
41. CS(=O)(=O)c1ccc(C(=O)N2CCc3ccccc3C2)cc1
42. O=C(COC(=O)CN1C(=O)c2ccccc2C1=O)Nc1ccc(S(=O)(=O)N2CCCC2)cc1
Compound	37	38	39	40	41	42
inhibitors of VEEV	0.2%	2.6%	0.4%	i	1.5%	i
H37Rv inhibition	nt	0%	14%	-4%	-3%	-7%
M. tuberculosis	nt	-15%	12%	8%	-6%	-2%
influenza NS1A	-2%	0%	5%	3%	-2%	0%
Salmonella PhoP GFP	nt	0%	1%	8%	1%	6%

43. COc1ccc(CCN2CC(C(=O)NC3CCOCC3)CCC2=O)cc1 (configuration not stated)
44. CCc1cc(C(=O)OC)c(NC(=O)CC2SC(N)=NC2=O)s1 (configuration not stated)
45. COc1ccc2ccccc2c1C1CC(=O)N2CN(C)CSC2=C1C#N (configuration not stated)
46. O=C(c1cc([N+](=O)[O-])ccc1N1CCOCC1)N1CCN(S(=O)(=O)c2cc(Cl)ccc2Cl)CC1
47. Cc1cccc2c1CC(C)(C)N=C2C1=C(O)CCCC1=O
48. CCCC(=O)Nc1nnc(SCC(=O)NCc2cccs2)s1
Compound	43	44	45	46	47	48
inhibitors of VEEV	10%	i	i	4.2%	0.1%	1.3%
H37Rv inhibition	-8%	0%	-8%	99%	5%	1%
M. tuberculosis	-7%	-2%	19%	50%	-8%	-8%
influenza NS1A	0%	7%	-3%	3%	-2%	13%
Salmonella PhoP GFP	10%	-7%	0%	7%	-2%	-13%

49. Cc1ccc(CNC(=O)CCc2c(C)nn(-c3ccc(N4CCOCC4)nn3)c2C)cc1
50. O=C(CC1Sc2ccccc2NC1=O)OCC(=O)N1CCc2ccccc21 (configuration not stated)
51. COC(=O)c1c(C)nc(C)c(C(=O)OC)c1-c1ccc(OC)c(OC)c1
52. Nc1c(N2CCCCC2)c2ccccc2oc1=O
53. Cc1ccc(F)cc1NC(=O)c1ccc2c(c1)OCO2
54. CNC(=S)NCCC(c1ccccc1)c1ccccc1
Compound	49	50	51	52	53	54
inhibitors of VEEV	i	6.5%	4.1%	0.5%	2.2%	i
H37Rv inhibition	3%	-4%	3%	1%	-11%	3%
M. tuberculosis	-8%	-1%	5%	7%	10%	24%
influenza NS1A	1%	-10%	0%	9%	-10%	6%
Salmonella PhoP GFP	-15%	4%	-6%	-8%	-2%	0%

55. CN1CCCC(OC(=O)c2ccccc2F)C1 (configuration not stated)
56. O=C(N/N=C/c1c(O)n(C2CC2)c(=S)[nH]c1=O)c1ccccc1Cl
57. CNC(=S)Nc1ccc(C)cc1
58. CCOc1ccc(C(C)(O)CN2CCOCC2)cc1 (configuration not stated)
59. COC(=O)c1ccccc1NC(=O)Cn1cc2c(n1)CCC(C)C2 (configuration not stated)
60. COc1ccc(-c2csc(Nc3cccc(C)n3)n2)cc1C
Compound	55	56	57	58	59	60
inhibitors of VEEV	1.2%	i	0.8%	1.2%	i	7.4%
H37Rv inhibition	3%	5%	0%	1%	-2%	37%
M. tuberculosis	1%	4%	14%	-5%	62%	1%
influenza NS1A	19%	20µM*	-10%	-1%	-3%	6%
Salmonella PhoP GFP	-2%	-14%	-2%	-10%	4%	9%

61. CCOC(=O)c1c(C)oc2c(CC(=O)c3ccccc3)c(Cl)c(O)c(O)c12
62. Cc1ccccc1NC(=O)/C(=C\c1cccs1)NC(=O)c1ccco1
63. CCCCC(=O)Nc1ccc2c(c1)C(=O)NC2=O
64. COc1ccccc1COCC(O)CNCC1(N2CCCCC2)CCCCC1 (configuration not stated)
65. S=C(NCCCN1CCOCC1)NCCCN1CCOCC1
66. CCOC(=O)C(/C=C(\C#N)C(=O)OCC)=C(/N)N1CCN(c2ccccc2)CC1
67. Cc1[nH]c2ccccc2c1/C=N/O
Compound	61	62	63	64	65	66	67
inhibitors of VEEV	i	0.3%	0.5%	i	1.2%	1.5%	2.8%
H37Rv inhibition	-1%	0%	-1%	9%	-3%	-7%	-7%
M. tuberculosis	-3%	13%	-36%	1%	-21%	-6%	6%
influenza NS1A	16%	4%	-2%	-6%	1%	-16%	0%
Salmonella PhoP GFP	-6%	3%	25%	2%	-3%	-4%	0%
